Compound activity (PubChem BioAssay)
UHRF1 MBD2 ctr – UHRF1 methylated DNA binding inhibitors, primary screen, counter-screen for MBD2 inhibitor project, biochemical, TR-FRET, human UHRF1, single concentration; E3 ubiquitin-protein ligase UHRF1 (Homo sapiens), Q96T88; UHRF1 binding to methylated oligo; inhibition, % at 4.4 µM; 0.75% of 370,000 active; AID 687016, 2013; in the data active means inhibition above about 21%;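 further: UHRF1 SRA domain binding a hemimethylated CpG hairpin DNA probe; 0% = median of test compound wells and 100% = reference inhibitor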
SIAE primary – human SIAE inhibitors, primary screen, biochemical, fluorescence polarization, FP-Rh probe, 1536-well HTS. Sialate O-acetylesterase (Homo sapiens), Q9HAT2. SIAE FP-Rh probe binding. inhibition, % at 9.66 µM. 0.69% of 370,000 active;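 active means inhibition above a cutoff: mean of compounds within the control limits plus 3 SD of those, cut at about 17% in these data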;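 further: 0% = plate median of compound wells and 100% = probe without SIAE protein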
PRMT1 FP inh – PRMT1 methyltransferase inhibitors, primary screen, biochemical, fluorescence polarization. AID 652257, 2013. inhibition, % at 2.79 µM. 1.3% of 370,000 active. Protein arginine N-methyltransferase 1 (Homo sapiens), Q99873. recombinant PRMT1, activity-based probe fluorescence polarization;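 active means inhibition above about 21% made by adding two undisclosed values, limit read from the data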
Target sequence (Q99873 whole entry, looked up): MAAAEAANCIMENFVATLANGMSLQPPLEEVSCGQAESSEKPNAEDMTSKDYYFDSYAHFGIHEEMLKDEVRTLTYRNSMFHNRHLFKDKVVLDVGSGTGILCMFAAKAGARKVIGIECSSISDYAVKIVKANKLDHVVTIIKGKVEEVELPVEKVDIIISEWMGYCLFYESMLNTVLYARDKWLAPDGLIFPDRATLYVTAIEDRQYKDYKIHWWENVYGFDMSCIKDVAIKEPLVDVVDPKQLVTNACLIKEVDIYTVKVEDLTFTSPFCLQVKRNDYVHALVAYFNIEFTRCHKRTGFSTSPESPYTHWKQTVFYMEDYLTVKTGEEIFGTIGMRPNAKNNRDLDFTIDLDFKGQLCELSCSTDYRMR
DDE Tn7 FP inh – inhibitors of Tn7 peptide binding to fibrin DD(E), primary screen, biochemical, fluorescence polarization, human fibrin, Tn7 probe; FP displacement of FITC-Tn7 peptide from fibrin DD(E); 0% = median of compound wells per plate; 0.13% of 370,000 active; inhibition, % at 8.3 µM;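 active means inhibition above the mean of compounds falling within the control limits plus 3 SD of them, cut at about 14% in these data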;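 further: 0% = plate median of compound wells and 100% = 10 µM Aha-Tn7 peptide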
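Test system – human fibrin DD(E) · Times – 10 min preincubation, 3 h with tracer, room temperature · Detection – fluorescence polarization of the labelled Tn7 tracer · Measure – percent inhibition normalized to high-control wells · Benchmarks – high control wells with 10 µM unlabelled Aha-Tn7 peptide (full inhibition) · Repeats – singlicate testing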
PG9 Ab binder – binders of HIV-1 gp120 antibody PG9, primary screen, biochemical, TR-FRET; HIV-1 gp120 / PG9 antibody interaction; TR-FRET gp120-PG9 antibody binding; inhibition, % at 6.7 µM; 0.43% of 360,000 active; AID 624416, 2012; in the data active means inhibition above about 8.5%
LEDGF integ inh – blockers of LEDGF/p75-dependent integrase strand transfer – biochemical, TR-FRET, high throughput, primary screen; inhibition, % at 3.7 µM; TR-FRET IN-LEDGF/p75 DNA integration, Eu/Cy5; 0.64% of 370,000 active; AID 743269, 2014; HIV-1 integrase (with human LEDGF/p75);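 active means inhibition above the screen-wide mean plus 3 SD, cut at about 13% in these data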;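 further: signal is the Cy5 over europium emission ratio at 671 and 618 nm; 0% = plate median of compound wells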
ABHD4 inh – ABHD4 inhibitors, primary screen, biochemical, fluorescence polarization, mouse; (Lyso)-N-acylphosphatidylethanolamine lipase (Mus musculus), Q8VD66; purified mABHD4, FP-Rh probe fluorescence polarization; inhibition, % at 8.92 µM; 0.54% of 370,000 active; AID 720543, 2013;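 active means inhibition exceeding the mean over every tested compound plus 3 SD, cut at about 30% in these data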;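 further: 0% = plate median of compound wells and 100% = S159A mutant with DMSO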
Target sequence (Q8VD66 whole entry, looked up): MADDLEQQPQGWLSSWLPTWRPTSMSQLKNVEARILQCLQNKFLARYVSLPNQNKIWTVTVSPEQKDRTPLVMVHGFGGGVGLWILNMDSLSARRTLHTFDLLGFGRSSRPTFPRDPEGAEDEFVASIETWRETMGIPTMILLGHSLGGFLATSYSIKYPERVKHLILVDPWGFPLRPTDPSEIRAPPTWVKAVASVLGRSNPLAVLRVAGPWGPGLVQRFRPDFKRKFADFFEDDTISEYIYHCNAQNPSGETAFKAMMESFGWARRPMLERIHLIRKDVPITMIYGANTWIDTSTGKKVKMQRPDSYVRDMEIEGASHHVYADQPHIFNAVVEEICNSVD
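Doses – 8.92 µM, single dose · Material – wild-type mouse ABHD4 protein · Replication – single well per compound (singlicate) · Measure – percent inhibition of probe binding, normalized to plate controls · Schedule – 45 min compound pre-incubation plus 60 min probe step, 25 °C · Detection – fluorescence polarization with parallel and perpendicular emission, 525/598 nm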
TCR CD3 inh – inhibitors of human TCR-CD3 interaction, primary screen, biochemical, fluorescence, TAMRA-labeled TCR probe; T-cell receptor (TCR); inhibition, % at 9.4 µM; 0.37% of 360,000 active; AID 651800, 2012; in the data active means inhibition above about 19%;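 further: recombinant mutant TCR 2C K166C tagged with TAMRA read by polarization; 0% = receptor in buffer alone and 100% = receptor with positive control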
HTRA1 inh – HTRA1 serine protease inhibitors, primary screen, biochemical, fluorescence polarization, HTS; inhibition, % at 5.96 µM; 0.5% of 340,000 active; Q92743; recombinant HTRA1, FP-rhodamine activity-based probe; AID 504803, 2011; in the data active means inhibition above about 36%;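 further: 0% = enzyme with DMSO and 100% = wells lacking enzyme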
TDP2 absorb – human TDP2 enzyme inhibitors, primary screen, biochemical, epi absorbance, recombinant enzyme. 0.34% of 370,000 active. T5PNP hydrolysis, p-nitrophenol absorbance 415 nm. Tyrosyl-DNA phosphodiesterase 2 (Homo sapiens), O95551. inhibition, % at 12.8 µM;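 active means inhibition above the mean of all tested compounds plus 3 SD, set per campaign, cut at about 25% in these data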;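 further: 0% = DMSO with enzyme and 100% = buffer with substrate but no TDP2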
Target sequence (O95551 whole entry, looked up): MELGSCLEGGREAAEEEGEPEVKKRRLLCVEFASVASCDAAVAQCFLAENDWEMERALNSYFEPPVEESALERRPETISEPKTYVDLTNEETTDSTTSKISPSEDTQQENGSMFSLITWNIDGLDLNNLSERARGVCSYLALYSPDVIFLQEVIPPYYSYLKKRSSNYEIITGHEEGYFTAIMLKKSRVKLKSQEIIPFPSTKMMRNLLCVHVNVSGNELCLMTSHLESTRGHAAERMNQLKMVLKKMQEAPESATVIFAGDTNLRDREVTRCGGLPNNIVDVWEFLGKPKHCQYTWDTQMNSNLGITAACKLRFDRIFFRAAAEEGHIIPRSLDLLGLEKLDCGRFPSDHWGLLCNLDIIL
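System – recombinant human TDP2 · Amount – 120 nM TDP2 per well · Buffer or medium – Mg2+-containing Tris-HCl buffer, pH 7.5 · Reagent – T5PNP substrate, 5 mM · Dosing – 12.8 µM single point, 1% DMSO · Incubation – 2 h at 37 °C · Measured by – epi absorbance · Read-out basis – percent inhibition · Benchmarks – high control without enzyme, low control DMSO plus TDP2 · Repeats – singlicate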
Active calls of the source: *; x = not tested or not shown.

SMILES	UHRF1 MBD2 ctr	SIAE primary	PRMT1 FP inh	DDE Tn7 FP inh	PG9 Ab binder	LEDGF integ inh	ABHD4 inh	TCR CD3 inh	HTRA1 inh	TDP2 absorb
Cn1c(=O)c2c(ncn2CC(=O)N2CCN(S(=O)(=O)c3ccc(F)cc3)CC2)n(C)c1=O	-2	4	0	-3	2.7	1	2	2	6	-4
CCOC(=O)c1c(C)nc2ccccc2c1-c1ccccc1	0	5	2	3	-2.8	-1	0	0	-14	-3
CC1CCN(CCNC(=O)C2CCN(S(=O)(=O)c3cccc4nsnc34)CC2)CC1	2	0	3	8	-0.7	-9	1	-1	0	-16
COC(=O)c1cc(S(=O)(=O)N(C)C2CCCCC2)oc1C	5	5	4	5	-1.0	-4	-8	-1	x	-12
CCOC(=O)N1CCN(CC(O)COc2ccccc2C(C)C)CC1 (centres undefined)	1	-1	-2	1	-0.7	-3	0	-3	-3	-2
C/C(CC(=O)Nc1cccc(Cl)c1C)=N\NC(=O)C(=O)NCC(C)C	0	0	2	-7	-1.1	-1	8	4	0	3
Nc1ncnc2c1ncn2[C@H]1CC[C@@H](CO)O1	1	-2	0	0	1.0	-6	5	-1	1	-6
Cc1cc(F)ccc1NC(=O)C(C)n1c2ccccc2c2nc(=O)cc(C)n21 (centres undefined)	-2	3	-1	2	1.1	1	-4	6	4	6
CN(C(=O)CSc1nc2c(c(=O)[nH]1)CCC2)c1ccccc1	2	2	1	-5	1.7	3	-1	-2	3	0
CCC(c1nnnn1C(C)(C)C)N1CCN(C(=O)c2ccco2)CC1 (centres undefined)	2	1	6	-1	-1.2	-4	-4	-12	-4	0
CCOC(=O)Nc1nc2ccc(Cn3cccc3)cc2[nH]1	-4	-6	-6	0	-1.8	-1	-5	3	3	2
COc1ccc2c(c1OC)C(=O)OC2CC(=O)c1ccc(N(C)C)cc1 (centres undefined)	1	0	0	3	0.0	2	-7	-3	2	-3
O=C(CSc1nnc(-c2ccco2)o1)NC(=O)Cc1ccccc1	1	-3	5	-1	-3.4	0	-8	3	3	-6
O=C1NC(=O)C(Cc2ccccc2)(c2ccccc2)N1 (centres undefined)	1	-6	-2	-6	0.3	-4	0	-1	-7	9
O=C(Nc1ccc(Cl)c(Cl)c1)Nc1ccccc1NS(=O)(=O)c1cccs1	-2	-18	-2	-3	-0.1	2	-21	11	-8	7
C[C@H](CO)N1C[C@H](C)[C@@H](CN(C)S(=O)(=O)c2ccc(Oc3ccccc3)nc2)OCc2cn(nn2)CCCC1=O	-1	2	-2	2	-0.6	-3	3	-2	3	-6
Nn1c(-c2ccccc2)nc2ccccc2c1=O	3	-9	-2	4	-0.5	2	-8	3	7	-20
COc1ccc(N2CCN(C(=O)c3ccc4ccccc4n3)CC2)cc1	0	-1	1	5	-2.5	0	-1	9	4	3
Cc1nc(SCC(=O)Nc2ccc3c(c2)OCCO3)c2oc3ccccc3c2n1	-2	-8	-5	5	33*	-2	0	4	1	-2
CC(=O)Nc1ccc(S(=O)(=O)NCCSCc2c(Cl)cccc2Cl)cc1	2	-15	4	-2	1.1	-2	-13	0	-26	-10
Cc1ccc(NS(=O)(=O)c2c(C(=O)N3CCCCCC3)c(C)n(C)c2C)cc1C	-2	0	-6	-3	-2.6	-3	-1	0	0	-18
COCCN(C(=O)Cc1cccs1)C(C(=O)NCc1ccc(OC)cc1)c1ccccc1 (centres undefined)	1	-2	-2	2	1.3	-3	-2	9	5	-4
CCOc1ccc(C2/C(=C(\O)c3ccc4c(c3)OCCO4)C(=O)C(=O)N2CCN2CCOCC2)cc1OC (centres undefined)	-5	2	-5	-4	-0.4	1	3	0	2	21
O=C(Nc1ccc(Cl)cc1)C1c2cccc[n+]2CC(=O)N1Cc1ccc2c(c1)OCO2 (centres undefined)	-6	2	0	0	0.7	3	-2	-3	21	-6
CCOc1ccc(-c2ccc(SCC(=O)N3CCOCC3)nn2)cc1	1	-7	3	9	0.0	-4	-1	-8	5	0

Copied from the list.
Result of `O=C(Nc1ccc(Cl)cc1)C1c2cccc[n+]2CC(=O)N1Cc1ccc2c(c1)OCO2` (centres undefined) in LEDGF integ inh: 3
Result of `CC1CCN(CCNC(=O)C2CCN(S(=O)(=O)c3cccc4nsnc34)CC2)CC1` in PG9 Ab binder: -0.7

A stretch of the results above, as a working copy:
SMILES	UHRF1 MBD2 ctr	SIAE primary	PRMT1 FP inh	DDE Tn7 FP inh	PG9 Ab binder	LEDGF integ inh	ABHD4 inh	TCR CD3 inh	HTRA1 inh	TDP2 absorb
COc1ccc2c(c1OC)C(=O)OC2CC(=O)c1ccc(N(C)C)cc1 (centres undefined)	1	0	0	3	0.0	2	-7	-3	2	-3
O=C(CSc1nnc(-c2ccco2)o1)NC(=O)Cc1ccccc1	1	-3	5	-1	-3.4	0	-8	3	3	-6
O=C1NC(=O)C(Cc2ccccc2)(c2ccccc2)N1 (centres undefined)	1	-6	-2	-6	0.3	-4	0	-1	-7	9
O=C(Nc1ccc(Cl)c(Cl)c1)Nc1ccccc1NS(=O)(=O)c1cccs1	-2	-18	-2	-3	-0.1	2	-21	11	-8	7
C[C@H](CO)N1C[C@H](C)[C@@H](CN(C)S(=O)(=O)c2ccc(Oc3ccccc3)nc2)OCc2cn(nn2)CCCC1=O	-1	2	-2	2	-0.6	-3	3	-2	3	-6
Nn1c(-c2ccccc2)nc2ccccc2c1=O	3	-9	-2	4	-0.5	2	-8	3	7	-20
COc1ccc(N2CCN(C(=O)c3ccc4ccccc4n3)CC2)cc1	0	-1	1	5	-2.5	0	-1	9	4	3
Cc1nc(SCC(=O)Nc2ccc3c(c2)OCCO3)c2oc3ccccc3c2n1	-2	-8	-5	5	33*	-2	0	4	1	-2
CC(=O)Nc1ccc(S(=O)(=O)NCCSCc2c(Cl)cccc2Cl)cc1	2	-15	4	-2	1.1	-2	-13	0	-26	-10
Cc1ccc(NS(=O)(=O)c2c(C(=O)N3CCCCCC3)c(C)n(C)c2C)cc1C	-2	0	-6	-3	-2.6	-3	-1	0	0	-18
COCCN(C(=O)Cc1cccs1)C(C(=O)NCc1ccc(OC)cc1)c1ccccc1 (centres undefined)	1	-2	-2	2	1.3	-3	-2	9	5	-4
CCOc1ccc(C2/C(=C(\O)c3ccc4c(c3)OCCO4)C(=O)C(=O)N2CCN2CCOCC2)cc1OC (centres undefined)	-5	2	-5	-4	-0.4	1	3	0	2	21

(continued)
SMILES	UHRF1 MBD2 ctr	SIAE primary	PRMT1 FP inh	DDE Tn7 FP inh	PG9 Ab binder	LEDGF integ inh	ABHD4 inh	TCR CD3 inh	HTRA1 inh	TDP2 absorb
NC(Cc1ccc(F)cc1)c1csc(NC(=O)NC(c2ccccc2)c2ccccc2)n1 (centres undefined)	-1	2	-5	7	0.5	5	12	1	x	-2
O=C1Cc2ccccc2Sc2cc(OCCCN3CCCCC3)ccc21	8	3	4	-2	1.2	2	7	0	-6	-5
COc1ccc(CN(C)C(=O)COC(=O)c2cnc(Cl)c(Cl)c2)cc1	2	3	0	-5	-0.6	3	5	2	-2	7
CCn1c(=O)c([N+](=O)[O-])c(NCCc2ccc(OC)c(OC)c2)c2ccccc21	3	-6	1	-1	0.6	2	-5	-5	0	3
C[n+]1c2n(c3ccccc31)N=C(c1cc(C(C)(C)C)c(O)c(C(C)(C)C)c1)CS2	0	3	-1	-8	-2.5	4	0	1	-49	-8
CC(C)(C)N=C1NN=C(c2ccc(S(=O)(=O)N3CCCCC3)cc2)CS1	-6	0	5	-5	-0.9	7	1	4	-15	10
COc1ccc(S(=O)(=O)NC(C)C(=O)Nc2cccc(C(C)=O)c2)cc1 (centres undefined)	0	11	8	1	-1.8	4	3	-5	-2	-10
O=C(c1ccsc1)N1CCCC(N2CCN(c3ccccc3F)CC2)C1 (centres undefined)	0	4	-2	-3	-1.6	3	-2	-4	1	-3
Cc1ccc(C(=O)OC(C)C(=O)NCc2ccc3c(c2)OCO3)cc1S(=O)(=O)N1CCOCC1 (centres undefined)	1	3	4	2	-0.8	-2	-9	8	-4	-8
O=C(O)CCCC(=O)Nc1ccccc1C(=O)O	0	3	1	3	-1.8	16*	6	7	1	1
C#CC(CC)(CC)NC(=O)/C=C/C(=O)O	3	6	0	3	0.1	-4	0	-5	-2	3
Cn1c(N)c(S(=O)(=O)NCc2ccc(F)cc2)c(=O)n(C)c1=O	-2	-8	-2	-2	-2.1	3	3	2	7	-3
Cc1ccc(S(=O)(=O)CCC(=O)OCC(=O)c2cc(C)n(C)c2C)cc1	-5	3	-3	7	-0.7	2	-1	9	1	3
CC(C)NC(=O)c1cc(C2CCCCN2C(=O)c2ccc(Cl)cc2)on1 (centres undefined)	7	-4	9	-1	0.5	-1	-7	3	x	-10
Cc1cc(C)c(C(=O)COc2cccnc2[N+](=O)[O-])cc1C	-8	12	38*	-8	-1.4	1	11	0	-1	1
CN(Cc1ccccc1)c1ccc(S(=O)(=O)N2CCOCC2)cn1	1	3	-4	11	-1.0	1	0	-6	2	4
N#Cc1cccc(NC(=O)c2ccc(S(=O)(=O)N3CCOCC3)cc2)c1	0	0	2	-4	-2.0	-4	-1	-11	-9	-4
COc1ccc(-c2[nH]ncc2CN2CCC(C(=O)c3ccc(F)cc3)CC2)cc1	2	3	-3	-9	-0.9	2	3	2	-7	1
COc1ccc(C(C)=O)c2c1OCCO2	54*	5	-3	-4	-2.3	-1	-3	7	0	5
COc1ccc(-c2noc(CNC(=O)c3ccc4c(c3)OCO4)n2)cc1	0	-9	4	-3	1.4	1	-4	1	-9	7
Cc1csc(=O)n1CC(=O)OCC(=O)Nc1cc(Cl)ccc1[N+](=O)[O-]	0	-7	-4	0	0.3	4	-6	2	5	1
O=C(COc1ccc(Br)cc1)Nc1ccc(NC(=O)c2ccccc2)cc1	1	-3	5	-1	1.2	-4	0	1	-4	-1
COc1cc(NC(=O)NCCN2CCN(c3ccccc3)CC2)cc(OC)c1OC	1	6	-1	2	-0.5	-1	6	7	5	10
Cc1ccc(C)c(C(=O)CSc2n[nH]c(C)n2)c1	0	0	26*	1	-1.0	2	2	4	6	5
